KDM5B inh: inhibitors of human KDM5B histone demethylase. 220,000 tested, 2.6% active. Q9UGL1. Potency, µM (titrated, usually from 57.7 µM), for the others: at the top dose activity change, negative = inhibition, most hits filed as inhibitors. KDM5B demethylase, FDH-coupled NADH fluorescence (FDH is formaldehyde dehydrogenase); active means well fitted inhibition curve with a large enough effect; inconclusive means small, poorly fitted or top-dose-only effect; inactive means no such curve, though single readings can be large or run the other way; further: 0% is about no effect; nearly all actives have a fitted effect of over 70% in size
Target sequence (Q9UGL1 whole entry, looked up): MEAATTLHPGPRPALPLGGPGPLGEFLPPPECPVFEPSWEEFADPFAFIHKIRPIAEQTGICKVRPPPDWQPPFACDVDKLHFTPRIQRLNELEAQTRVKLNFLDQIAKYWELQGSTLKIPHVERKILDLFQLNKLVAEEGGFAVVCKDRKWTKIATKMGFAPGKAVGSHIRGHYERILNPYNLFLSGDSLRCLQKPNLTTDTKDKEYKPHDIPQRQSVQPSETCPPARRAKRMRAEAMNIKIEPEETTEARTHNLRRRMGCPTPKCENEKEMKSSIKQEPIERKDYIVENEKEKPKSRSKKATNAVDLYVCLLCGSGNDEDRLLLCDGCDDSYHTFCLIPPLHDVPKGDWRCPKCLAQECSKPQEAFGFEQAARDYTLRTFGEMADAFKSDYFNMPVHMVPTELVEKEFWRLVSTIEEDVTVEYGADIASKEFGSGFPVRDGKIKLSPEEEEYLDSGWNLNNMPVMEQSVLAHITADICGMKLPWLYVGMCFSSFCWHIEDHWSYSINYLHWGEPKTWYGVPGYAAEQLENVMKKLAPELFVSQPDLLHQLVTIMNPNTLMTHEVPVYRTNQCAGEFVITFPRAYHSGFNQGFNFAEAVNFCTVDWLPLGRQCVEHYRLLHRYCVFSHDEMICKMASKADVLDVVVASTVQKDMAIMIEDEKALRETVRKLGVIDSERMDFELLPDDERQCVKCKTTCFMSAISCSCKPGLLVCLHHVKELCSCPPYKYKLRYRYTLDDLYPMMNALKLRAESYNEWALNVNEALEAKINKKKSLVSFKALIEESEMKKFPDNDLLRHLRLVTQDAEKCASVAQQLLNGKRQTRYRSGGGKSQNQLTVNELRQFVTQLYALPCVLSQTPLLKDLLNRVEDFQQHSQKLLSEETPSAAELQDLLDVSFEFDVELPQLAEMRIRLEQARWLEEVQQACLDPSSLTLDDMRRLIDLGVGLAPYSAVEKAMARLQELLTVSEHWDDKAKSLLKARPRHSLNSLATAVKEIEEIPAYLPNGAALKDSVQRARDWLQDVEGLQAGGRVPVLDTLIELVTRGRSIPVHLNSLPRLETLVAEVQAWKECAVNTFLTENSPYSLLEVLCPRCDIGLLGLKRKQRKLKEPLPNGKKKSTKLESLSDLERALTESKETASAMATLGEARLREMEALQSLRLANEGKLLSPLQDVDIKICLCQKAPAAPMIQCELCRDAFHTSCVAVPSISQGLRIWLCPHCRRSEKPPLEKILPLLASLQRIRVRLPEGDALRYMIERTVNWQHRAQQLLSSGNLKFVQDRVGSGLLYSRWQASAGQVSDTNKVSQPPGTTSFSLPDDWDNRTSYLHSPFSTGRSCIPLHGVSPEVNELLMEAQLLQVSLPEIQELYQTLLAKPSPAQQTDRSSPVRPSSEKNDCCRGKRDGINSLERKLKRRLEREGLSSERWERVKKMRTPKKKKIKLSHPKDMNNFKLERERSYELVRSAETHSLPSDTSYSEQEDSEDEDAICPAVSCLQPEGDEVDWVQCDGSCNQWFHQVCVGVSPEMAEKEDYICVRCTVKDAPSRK
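Coupled FDH/NAD⁺ fluorescence readout. KDM5BΔAP 200 nM final; compound titration, 10 min RT preincubation; substrate mix 12.5 µM H3K4me3, 25 µM 2-OG, 50 µM Fe(II), 100 µM ascorbate, 0.25 mM NAD⁺, 0.25 U/mL FDH; ΔRFU over 30 min.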
Starred values were filed as active, the others as inactive; i = inactive; ? = inconclusive; & = joins results of further samples; [ ] = dose if it differs, or a comment. Potency means the concentration at half of the fitted maximal effect.

KDM5B inh,canonical_smiles
3%,Cc1ccn2cc(C(=O)N3CCN(c4cccc(Cl)c4)CC3)nc2c1
-4%,CCOc1ccc(OCC)c(NC(=O)c2cnc3c(-c4ccccc4)c(C)nn3c2C)c1
7%,O=C(N[C@@H]1CCC[C@@H]1C(=O)NCc1ccc2c(c1)OCO2)c1ccncc1
9%,Cc1cccc(NC(=O)CC(C)c2ccccc2)c1 (centres undefined)
16%,CC(C)CCn1c(N2CCN(Cc3ccccc3F)CC2)nc2c1c(=O)[nH]c(=O)n2C
-6%,C=CCN(Cc1ccc(Cl)s1)C(=O)CNC(=O)CNC(=O)c1ccc(Cl)cc1Cl
-20%,COc1ccc(-c2c(NC(=O)c3ccc([N+](=O)[O-])cc3)oc3ccccc3c2=O)cc1OC
?,CCc1ccc(-n2nc(C)c3c(C(=O)Nc4cc(OC)cc(OC)c4)cc(C)nc32)cc1
13%,COc1ccc(C)cc1NC(=O)C(C)OC(=O)c1ccsc1 (centres undefined)
6%,CCOc1ccc2nc(N(Cc3cccnc3)C(=O)C3=COCCO3)sc2c1
30%,Cc1ncsc1C(=O)NCc1cccs1
9%,O=[N+]([O-])c1cccc2nc(/C=C/c3ccccc3OC(F)F)ccc12
-7%,Cc1ccoc1C(=O)N1CCC(C2CCN(Cc3cccc(F)c3F)CC2)C1 (centres undefined)
-14%,CCOc1ccc(S(=O)(=O)N2CCC(C(=O)NCc3ccncc3)CC2)cc1
28%,Cc1ccc(C)c(CN2CCC3(CCC(=O)N(CCc4ccncc4)C3)CC2)c1
?,COc1ccc(CCNC(=O)Cn2ccn3nc4c(c3c2=O)CCCC4)cc1OC
-4%,O=C(c1cnco1)N1C[C@@H](COc2cccnc2)[C@H](c2ccccn2)C1
i,CCC(=O)N1CCN(c2oc(/C=C/c3ccc(C)cc3)nc2C#N)CC1
14%,CCOc1ccc(CN2CCN(C/C=C/c3ccccc3OC)CC2CCO)cc1 (centres undefined)
-25%,CC(C)(C)c1csc(NNC(=O)c2ccc(Cl)cc2)n1
13%,Cc1ccc(C(=O)Nc2cccc3cccnc23)cc1Cl
6%[86.2 µM],COCC(=O)N[C@@H]1CCC[C@@H](C(=O)NCc2ccc(OC)cc2)CC(=O)N(C)C1
-17%[86.2 µM],Cc1ccc(CN2CC[C@H](c3nc4cc(C)ccc4o3)C2)cc1
17%,O=C(OCC(=O)N1CCc2ccccc21)c1ccccc1C(=O)c1ccc(Cl)c([N+](=O)[O-])c1
-21%,Cc1c(CC(=O)NC2CC2)c2c(n1Cc1ccc(F)cc1)CCCC2=O
-15%&15%,CCN1c2cc(C)ccc2-n2cccc2C12CCN(C(=O)Nc1cc(OC)c(OC)c(OC)c1)CC2
8%,O=C(O)c1ccc(Cl)cc1F
-7%[86.2 µM],COc1ccccc1N1CCN(C(=O)C[C@@H]2C[C@@H](C(C)C)[C@H](CO)C=C2C)CC1
21%,O=C(Cc1n[nH]c(=O)c2ccccc12)NC1CCCc2c1[nH]c1c(Cl)cccc21 (centres undefined)
-3%,O=C(Nc1ncc(Cc2ccccc2)s1)C1CC(=O)N(Cc2ccco2)C1 (centres undefined)
16%,COc1ccc(-n2c(SCC(=O)NCc3ccc(C)cc3)nc3n[nH]c(C)c3c2=N)cc1
21%,NC(=O)NC(CC(=O)NCCCc1ccccc1)c1ccc(Cl)cc1 (centres undefined)
11%,COc1ccc(/C=N/n2c(-c3cc(C)[nH]n3)n[nH]c2=S)cc1OC
10%,COc1cccc(C(=O)N2CCC3(CC2)CN(c2ccncn2)CC3CO)c1C (centres undefined)
-17%[86.2 µM],OCCc1cc(CC2(NCc3ccc(CO)o3)COC2)no1
3%,O=C(NCCC(=O)N1CCCC1)c1ccc2c(c1)CCC2
?,COCc1cc(C)n(CC(=O)Nc2cc(C)c(C)cc2Br)c(=O)c1C#N
9%,COc1ccc(CC(=O)Nc2sc3c(c2C(=O)Nc2c(C)cccc2C)CCCCC3)cc1
3%,S=C(NCc1ccccc1)Nc1ccccc1I
?,Cc1noc(C)c1CC(=O)NCC1CCN(c2cc(-c3ccccc3)[nH]n2)CC1
?,CCOC(=O)c1c(NC=C(C#N)C#N)sc(C)c1CC
-31%,COc1ccc(-c2cc(N3CCN(C(=O)c4ccc(F)cc4F)CC3)n[nH]2)cc1
-8%,CC(NC(=O)c1cccs1)C1CC2CCC1C2 (centres undefined)
1%,CC(C)(C)C1CCC(NC(=O)c2ccncc2)CC1 (centres undefined)
32µM*,CCC(CC)CN1CC2(CCN(C(=O)c3cn4cccnc4n3)CC2)OC1=O
?,CSc1nc2ccc(NC(=O)c3ccccn3)cc2s1
9%,O=C1CC(c2ccccc2)N(C(=O)c2ccco2)CCCCCCN1 (centres undefined)
10%,N#Cc1c(N)nc2c(c1-c1ccc(Br)cc1)CCCC2
-12%,COc1cccc(-c2nn3c(CN4CCCCCC4)nnc3s2)c1
-8%,CC(Nc1ccc(S(N)(=O)=O)cc1[N+](=O)[O-])c1ccco1 (centres undefined)
-10%,c1cn(-c2ccc3cn[nH]c3c2)c(-c2cc3n(n2)CCCNC3)n1
2%,Cc1c2cnn(CC(=O)NCCc3ccccc3)c(=O)c2c(C)n1Cc1ccccc1Cl
8%,O=C(c1ccccc1)c1ccc(OCC(=O)N(Cc2nc3ccccc3c(=O)[nH]2)CC2CCCO2)cc1 (centres undefined)
16%,O=C1CCCC2=C1C(c1ccc(Cl)cc1Cl)C1=C(CCCC1=O)O2
17%,Cc1ccccc1C1=CCN(c2ncc(NC(=O)c3ccc(Cl)cc3)cc2C(=O)O)CC1
-8%[86.2 µM],COCCn1cnc2ccc(-c3ccc4c(c3)OCO4)nc2c1=O

Printed as active in KDM5B inh (from the list above):
KDM5B inh,canonical_smiles
32µM*,CCC(CC)CN1CC2(CCN(C(=O)c3cn4cccnc4n3)CC2)OC1=O

The listing continues:
KDM5B inh,canonical_smiles
?,Cn1c(C(=O)N2CCc3ccccc3C2)cc2c(=O)n3ccccc3nc21
?,Cc1ccc(OCC(=O)Nc2cccc3ccc(C)nc23)c(C)c1
-3%[86.2 µM],Cc1ccc(-n2nc3n(c2=O)CCN(C(=O)C(C)(C)C)C3)cc1
-6%,O=C(O)C1Oc2cc3ccccc3cc2O1
?,O=[N+]([O-])c1ccc(S(=O)(=O)N2CCN(C3CCN(Cc4ccccc4)CC3)CC2)cc1
-23%,COc1ccc(C)cc1NS(=O)(=O)c1ccc(-c2cnc(C3CC3)o2)cc1
-5%,CC(=O)NCC(=O)N1CCC(n2cc(-c3nc(-c4ccccc4)no3)nn2)CC1
-16%,CCNC(=O)c1cc(-c2ccccn2)nc2ccccc12
-9%,CC(C)CC(=O)NCCNC(=O)c1cc2ccccc2n1C
18%,NC1CCCN(c2cc(N3CCCC3)ncn2)C1 (centres undefined)
1%,Cc1ccc(C)c(-c2cc(C(=O)N3CCCC3c3nncn3C(C)C)[nH]n2)c1 (centres undefined)
35µM*,Cc1ccc(-c2nc(N3CCOCC3)cc3c2CN(Cc2cnn(C)c2)C3=O)cn1
40µM*,CS(=O)(=O)CC[C@H](NC(=O)C1=C[C@@H](NC(=O)CCN)[C@@H](O)[C@H](O)C1)C(N)=O
-13%,COc1ccc(NC(=O)CNC(=O)Cn2c(C)cc3ccccc3c2=O)cc1OC
19%,O=C(c1ccccc1OC(F)F)N1CCCCC1
-26%,O=C(CSc1nccn1Cc1ccco1)Nc1ccc(OC(F)(F)F)cc1

Sorted by the number under KDM5B inh (largest number first): 3 from the list above
KDM5B inh,canonical_smiles
40µM*,CS(=O)(=O)CC[C@H](NC(=O)C1=C[C@@H](NC(=O)CCN)[C@@H](O)[C@H](O)C1)C(N)=O
35µM*,Cc1ccc(-c2nc(N3CCOCC3)cc3c2CN(Cc2cnn(C)c2)C3=O)cn1
32µM*,CCC(CC)CN1CC2(CCN(C(=O)c3cn4cccnc4n3)CC2)OC1=O

(list continues)
KDM5B inh,canonical_smiles
-10%,O=C(Cc1coc(-c2ccccc2)n1)NC1CCCCCC1
-20%,c1ccc(CN2CCC(Cc3nncn3-c3ccccc3)C2)cc1 (centres undefined)
-20%,CCC(=O)N1CCCC(c2nc(-c3cccnn3)no2)C1 (centres undefined)
39%[activator],CCCN1CN(c2ccccc2)C(=S)N(c2ccccc2)C1
18%,COc1cc(OC)c(N(C)C(=O)c2sc3nc4n(c(=O)c3c2C)CCCC4)cc1Cl
10%,O=C(Nc1ccc(-c2nnc3n2CCCCC3)cc1)c1n[nH]c(=O)c2ccccc12
-3%,O=C1OCC2=C1C(c1ccc3c(c1)OCO3)CC(=O)N2c1ccc(F)cc1 (centres undefined)
-25%,CN1C(=O)CCCCC1C(=O)NCC1CCN(Cc2cccc(F)c2)CC1 (centres undefined)
-4%,CCOc1ccccc1CNC(=O)CSc1nnc(C)c2c(C)n(-c3ccccc3)nc12
10%,O=S(=O)(NCCc1ccc(-n2cccn2)cc1)c1ccc(F)cc1
9%,O=C(O)C1(n2cnc3ccccc32)CCN(c2nc3ccccc3s2)CC1
-8%,COC(=O)CSc1nnc2c3c(c(C#N)c(Nc4ccccc4)n12)CC(C)(C)OC3
6.3µM*,NC(=O)C1CCN(Cc2nnc3cc(-c4nc(-c5ccccc5)no4)ccn23)CC1
-24%,CCNc1cc(C)nc(Nc2ccc(NC(=O)c3ccccc3F)cc2)n1
-1%,COc1ccc(NC(=O)c2ccc3c(SCC(=O)O)c4c(nc3c2)CCCC4)cc1OC
0%,O=C(c1ccc(Cn2cccn2)o1)N1CCCC2(CCC(=O)N(C3CC3)C2)C1 (centres undefined)
?,Cc1ccc(-c2cc(N3CCC(CNC(=O)c4ccc[nH]4)CC3)n[nH]2)cc1
-8%,Cc1ccc(Nc2ccc([N+](=O)[O-])c3cnccc23)cc1
?,COc1ccc(C(=O)Nc2nc3c(s2)C[C@@H]2[C@](C)(CO)[C@H](O)CC[C@@]2(C)[C@@H]3CC(=O)N(C)Cc2ccccc2)cc1
-21%,Cc1ccc(NC(=O)/C(C#N)=C/c2ccc(-c3ccc(Cl)c(C(=O)O)c3)o2)cc1C
14%,CCCNc1nc2ccccc2nc1C(=O)Nc1cc(C)ccc1C
-5%,OCC1(CC2CC2)CCCN(Cc2ccccc2OC(F)F)C1 (centres undefined)
-16%,COc1ccc(NC(=O)c2oc3ccccc3c2NC(=O)c2cc(=O)c3cc(Cl)ccc3o2)cc1
?,O=C1C(c2ccccc2)CC2(CCN(c3cnccn3)CC2)CN1C1CC1 (centres undefined)
-5%,Cc1ccc(-c2csc(Nc3ccccn3)n2)cc1
-3%,CC(C)N1C(=O)C2(CCCCC2)C1C(=O)NCCCN1CCN(C)CC1 (centres undefined)
-19%,CCc1ccccc1NC(=O)Cn1c(=O)ccc2cc(S(=O)(=O)N3CCCC3)ccc21
?,CN(c1cc(=O)c2ccnc(Nc3ccn(C)n3)c2o1)C1CCOCC1
19%,CNC(=O)NC(=O)CSC1=Nc2ccccc2CS1
25%,COc1ccc(Cn2c(C3CCN(C(=O)c4ccccc4OC)CC3)n[nH]c2=O)cc1
32µM*,CN1CCOc2c(C(=O)NCCc3cnc[nH]3)cc(-c3cccc4[nH]ccc34)cc21
2%[115 µM],CC(=O)N1CCCN(c2ncnc3c2CN(C2CCCNCC2)C(=O)CN3C)CC1 (centres undefined)

Retrieved by compound from above, 7 records:
KDM5B inh,canonical_smiles
-3%,CC(C)N1C(=O)C2(CCCCC2)C1C(=O)NCCCN1CCN(C)CC1 (centres undefined)
32µM*,CN1CCOc2c(C(=O)NCCc3cnc[nH]3)cc(-c3cccc4[nH]ccc34)cc21
?,CN(c1cc(=O)c2ccnc(Nc3ccn(C)n3)c2o1)C1CCOCC1
2%[115 µM],CC(=O)N1CCCN(c2ncnc3c2CN(C2CCCNCC2)C(=O)CN3C)CC1 (centres undefined)
-19%,CCc1ccccc1NC(=O)Cn1c(=O)ccc2cc(S(=O)(=O)N3CCCC3)ccc21
19%,CNC(=O)NC(=O)CSC1=Nc2ccccc2CS1
-5%,Cc1ccc(-c2csc(Nc3ccccn3)n2)cc1

(listing goes on)
KDM5B inh,canonical_smiles
12%,Cc1ccc(S(=O)(=O)N2CCN(S(=O)(=O)N3CCC(C)CC3)CC2)c(C)c1
-64%,COc1cc(C2CC(=O)Nc3c2c(=O)nc2c(C)cccn32)cc(OC)c1OC (centres undefined)
-24%,CCCCOC(=O)c1ccc(NC(=O)C2(c3cccs3)CCOCC2)cc1
-43%,CCOc1ccc(C(=O)Nc2c(C(=O)Nc3ccccc3F)oc3ccccc23)cc1OCC
-3%,O=C(O)CSc1nc2ccc(NC(=O)COc3ccc(Cl)cc3)cc2s1
-7%,CCOc1ccccc1NC(=O)c1c(NC(=O)c2cccc(C)c2)sc2c1CCC2
-5%,COc1ccc(N/C=C/C(=O)c2ccc(C(C)C)cc2)cc1
-13%,O=C(Nc1nnc(C2CCCCC2)s1)C1CC(=O)N(c2ccccc2)C1 (centres undefined)
-2%,CCc1ccccc1Nc1nc2cc(Cl)c(Cl)cc2nc1-n1nc(C)cc1C
-11%,Cc1ccc2cc(CCCl)c(Cl)nc2c1
-6%,O=C(c1ccoc1)N1CCCC(CN2CCOCC2)CC1 (centres undefined)
24%,Cc1cc(=O)n(CC(=O)Nc2ccccc2F)c(-c2ccccc2)n1
?,Cc1cc(C)cc(Nc2ncnc3onc(-c4ccc(F)cc4)c23)c1
4%,COc1ccc(CC(=O)NCc2cccc(C(F)(F)F)c2)cc1
?,CCS(=O)(=O)c1ccc2oc([C@H]3CCN(Cc4ccc(OC)cc4)C3)nc2c1
12%,COc1ccc(CC(=O)NCc2cn[nH]c2-c2ccc(C)cc2)cc1
-18%,O=C(O)CC[C@@H]1CN(Cc2cc(=O)[nH]c(=O)[nH]2)CC[C@@H]1N1CCOCC1
?,CCOc1ccc(NC(=O)c2c(NCc3sccc3C)sc3c2CCCCC3)cc1

Screens (PubChem BioAssay)

Some of the compounds tested; the hit share may differ from the screen's.
